Compound activity: PubChem BioAssay, National Center for Advancing Translational Sciences (NCATS)
KCNH2 3.1 inh: KCNH2 3.1 (human) potassium channel inhibition | U2OS KCNH2 3.1, thallium flux FluxOr; hits give low values | activity change, % (tested at about 1.8 µM) | 0.95% of 340,000 active | AID 720553;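 active means maximum activity change below -70%; inconclusive means maximum activity change from -70% to -50%; inactive means maximum activity change above -50%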;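 further: thallium influx rate constant from kinetic fluorescence after stimulation buffer; on the % scale 0 is the no-effect control and ±100 the full control effect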
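FluxOr-based Tl+ influx in U2OS cells transduced with KCNH2 3.1 virus; rate constants normalized to DMSO controls.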
FLuc counter: inhibits or activates purified firefly luciferase, miR-21 counter-screen | P08659 | purified FLuc, Km substrates, luminescence inhibition | Potency, µM (titrated, usually from 57.5 µM), inactives show at the highest dose activity change, negative = inhibition, actives largely listed as inhibitors | 6.9% of 360,000 active;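 further: potency means the concentration at half of the fitted maximal effect; plate controls were vehicle for no effect and reference inhibitor for full effect; nearly all actives have a fitted effect of over 55% in size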
Target sequence (P08659 whole entry, looked up): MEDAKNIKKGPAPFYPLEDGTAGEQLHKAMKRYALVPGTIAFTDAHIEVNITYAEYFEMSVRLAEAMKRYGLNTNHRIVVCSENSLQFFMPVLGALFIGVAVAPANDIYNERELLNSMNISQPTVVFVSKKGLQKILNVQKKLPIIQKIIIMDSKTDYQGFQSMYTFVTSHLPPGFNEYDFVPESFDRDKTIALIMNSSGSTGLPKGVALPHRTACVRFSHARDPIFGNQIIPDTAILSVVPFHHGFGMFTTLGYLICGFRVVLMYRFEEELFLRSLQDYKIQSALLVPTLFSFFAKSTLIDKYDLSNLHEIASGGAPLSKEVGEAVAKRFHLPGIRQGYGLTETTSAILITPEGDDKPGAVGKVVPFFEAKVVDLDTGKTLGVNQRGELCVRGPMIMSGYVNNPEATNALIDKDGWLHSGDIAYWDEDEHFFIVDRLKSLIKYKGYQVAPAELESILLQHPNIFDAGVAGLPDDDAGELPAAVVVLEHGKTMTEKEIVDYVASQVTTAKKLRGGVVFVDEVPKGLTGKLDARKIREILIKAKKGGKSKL
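Biochemical qHTS of compounds, final roughly 60 µM downward over six points, against 10 nM purified firefly luciferase using Km concentrations of substrates (10 uM D-luciferin, 10 uM ATP) in Tris acetate pH 7.5 buffer; luminescence output.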
NPC1 prom act: NPC1 promoter activation; Huh7 NPC1 promoter luciferase reporter, 24 h; AID 485313; 2.4% of 320,000 active; Potency, µM (highest dose often 9.22 µM), for the others: at the highest dose activation, hits mostly activators;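 further: potency means the concentration at half of the fitted maximal effect; % of control where 0% means no effect; nearly all actives have a fitted effect of over 60% in size; reporter is driven by a mutant NPC1 promoter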
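Luminescence from an NPC1 promoter-driven luciferase reporter in stably transfected Huh7 cells was measured after 24 h compound treatment at 37 °C, followed by 10 min ambient incubation with luciferase detection reagent.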
RORgamma inh: inhibitors of mouse ROR gamma transcriptional activity; Drosophila S2 Gal4-RORgamma UAS-luciferase reporter, 20 h; Potency, µM (titrated, usually from 53.6 µM), without a hit: at the highest dose activity change, negative = inhibition, most hits filed as inhibitors; P51450; 5.4% of 310,000 active; further: potency means the concentration at half of the fitted maximal effect; on the % scale 0 is the no-effect control and ±100 the full control effect; nearly all actives have a fitted effect of over 60% in size
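Read-out: Photinus luciferase luminescence; inhibitors lower reporter signal. Insect Schneider cells with Gal4-ROR gamma fusion under metallothionein promoter, UAS reporter; 700 uM final copper sulfate induction, 20 hr, ambient temperature.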
MBNL1-CUG inh: MBNL1-poly(CUG) RNA binding inhibition | Potency, µM (series often up to 57.5 µM), for the others: at the top dose activity change, negative = inhibition, actives largely listed as inhibitors | Q9NR56 | TR-FRET MBNL1-His/biotin-(CUG)12 binding, 665/545 ratio | 0.036% of 280,000 active; active means well fitted inhibition curve with a large enough effect in the signal ratio, with a control signal flat, not every such curve was filed as active; inconclusive means small, poorly fitted or top-dose-only effect, or effect the other way, or a change in a side signal; inactive means no such curve, though single readings can be large or run the other way; the % refers to the signal ratio; further: potency means the concentration at half of the fitted maximal effect; on the % scale 0 is the no-effect control and ±100 the full control effect
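Compounds (final 92 nM to 58 uM) are added to His-tagged MBNL1 and biotin-(CUG)12, then terbium anti-His antibody and streptavidin-XL665 (5 nM final). After 60 min at room temperature, the 665/545 nm ratio is read.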
Menin MLL FP TR: menin-MLL binding inhibition, Texas Red mutant peptide; O00255; Menin + Texas Red MLL mutant peptide, fluorescence polarization; Potency, µM (titrated, usually from 61.6 µM), for the others: at the top dose FP activity change, negative = inhibition, hits mostly inhibitors; 0.23% of 270,000 active; active means well fitted inhibition curve with a large enough effect in the polarisation, with a control signal flat, not every such curve was filed as active; inconclusive means small, poorly fitted or top-dose-only effect, or effect the other way, or a change in a side signal; inactive means no such curve, though single readings can be large or run the other way; the % refers to the polarisation; further: potency means the concentration at half of the fitted maximal effect; % of control where 0% means no effect; many of its hits are not listed in these tables
VP16 counter: Gal4-VP16 reporter inhibition counter-screen; AID 2546; 3.5% of 310,000 active; Potency, µM (titrated, usually from 53.6 µM), inactives show at the highest dose activity, negative = inhibition, usual class: inhibitors; Drosophila S2 Gal4-VP16 UAS-luciferase, luminescence, 20 h;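 further: Gal4-VP16 expression switched on by copper sulfate through the metallothionein promoter; potency means the concentration at half of the fitted maximal effect; on the % scale 0 is the no-effect control and ±100 the full control effect; nearly all actives have a fitted effect of over 50% in size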
Rab9 promoter act: Rab9 promoter activation; Huh7 Rab9 promoter-luciferase reporter, luminescence, 24 h; 2.8% of 320,000 active; AID 485297; Potency, µM (top dose mostly 9.22 µM), for the others: at the top dose activation, negative = inhibition, hits mostly activators; further: potency means the concentration at half of the fitted maximal effect; % of control where 0% means no effect; nearly all actives have a fitted effect of over 60% in size
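Quantitative HTS format; Huh7 Rab9-luciferase reporter cells (1500/well) receive compound 2 h post-plating, incubate 24 h at 37 °C, then get luciferase reagent for 10 min before luminescence reading.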
Mito fusion yeast: inhibitors of mitochondrial division or activators of mitochondrial fusion; S. cerevisiae fusion-defective mutant growth rescue, CellTiterGlo 48 h; Potency, µM (highest dose often 46.1 µM), for the others: at the highest dose growth rescue (activation), hits mostly activators; 0.23% of 320,000 active;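 further: potency means the concentration at half of the fitted maximal effect; % of control where 0% means no effect; nearly all actives have a fitted effect of over 45% in size; temperature-sensitive fusion mutants such as fzo1-1 at 37 °C on non-fermentable ethanol glycerol medium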
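Yeast fusion mutant, YPEG (non-fermentable carbon), compound, 48 h at 37C non-permissive; CellTiterGlo added, 10 min RT, luminescence read. Rescued growth = division inhibition.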
PKM2 act: PKM2 (human) enzyme activation. 0.34% of 260,000 active. P14618. purified PKM2, Kinase-Glo ATP luminescence, activation; response scale: 0% is enzyme alone, no compound. Potency, µM (titrated, usually from 57.5 µM), for inactives: top-dose activation, usual class: activators. AID 1631; further: potency means the concentration at half of the fitted maximal effect; on the % scale 0 is the no-effect control and ±100 the full control effect; nearly all actives have a fitted effect of over 55% in size
Target sequence (P14618 whole entry, looked up): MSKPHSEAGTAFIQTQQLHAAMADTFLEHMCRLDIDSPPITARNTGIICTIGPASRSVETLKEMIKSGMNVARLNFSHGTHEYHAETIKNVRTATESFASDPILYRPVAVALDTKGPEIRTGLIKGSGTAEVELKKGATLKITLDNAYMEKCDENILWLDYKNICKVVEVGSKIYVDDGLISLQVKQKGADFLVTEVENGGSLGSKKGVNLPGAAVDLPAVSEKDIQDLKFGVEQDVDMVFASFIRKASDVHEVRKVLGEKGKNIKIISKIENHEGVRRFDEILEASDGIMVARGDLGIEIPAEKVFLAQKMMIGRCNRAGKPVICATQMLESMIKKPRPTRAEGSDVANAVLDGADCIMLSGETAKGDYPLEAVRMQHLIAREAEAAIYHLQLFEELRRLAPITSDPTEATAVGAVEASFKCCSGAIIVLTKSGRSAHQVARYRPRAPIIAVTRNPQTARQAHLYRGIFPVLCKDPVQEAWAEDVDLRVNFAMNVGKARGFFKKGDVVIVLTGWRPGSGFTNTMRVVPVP
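Purified hPK-M2 (>95% pure) converted ADP (0.1 mM final) to ATP with 0.5 mM PEP in 50 mM imidazole pH7.2, KCl, MgCl2, Tween 20, BSA; 1 h at room temperature. ATP detected by Kinase-Glo luminescence.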
ELG1 repair inh: inhibitors of ELG1-dependent DNA repair in HEK293T cells | 2.3% of 330,000 active | Potency, µM (highest dose often 46.1 µM), for inactives: top-dose activity change, negative = inhibition, usual class: inhibitors | HEK293T ELG1-luciferase reporter, luminescence, 16 h; DNA damage induced by 5-fluorouridine; further: potency means the concentration at half of the fitted maximal effect; on the % scale 0 is the no-effect control and ±100 the full control effect; nearly all actives have a fitted effect of over 55% in size
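Cells (2,000 per well) received 5-fluorouridine plus test compound or DMSO and were incubated 16 hr at 37 °C, 5% CO2. Luciferase activity was read by luminescence 30 min after ONE-Glo addition; signal suppression marked inhibition of damage-induced ELG1 function.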
The depositor's hits bear a star; ? = inconclusive; nt = not tested or not shown; & = joins results of further samples; [ ] = remark or other dose. Unless noted, the call rests on the fitted dose curve; in most records, active means well fitted curve in the direction sought with a large enough effect; inconclusive means small, poorly fitted or top-dose-only effect, or another doubt; inactive means no such curve, though single readings can be large; an effect the other way counts as inactive or inconclusive. This is a subset, so the mix of outcomes need not match the whole.

SMILES	KCNH2 3.1 inh	FLuc counter	NPC1 prom act	RORgamma inh	MBNL1-CUG inh	Menin MLL FP TR	VP16 counter	Rab9 promoter act	Mito fusion yeast	PKM2 act	ELG1 repair inh
CCC/C=N/NC(=O)c1[nH]c2c([N+](=O)[O-])cccc2c1C	8	2%	0%	?	?	-2%	-28%	-2%	-3%	-2%	5%
CC1CN(/C=C/C=O)C(C)CC1OC(=O)c1ccccc1 (stereo unspecified)	-9	0%	-4%	3%	-4%	-22%	4%	0%	-12%	nt	-2%
CN(Cc1ccccc1)C(=O)c1cccnc1	10	1%	2%	12%	3%	1%	4%	-1%	-2%	0%	-5%
COc1cc(S(=O)(=O)N2CCCCCC2)ccc1-n1cnnn1	3	1%	1%	-8%	0%	-2%	0%	-1%	0%	-1%	-1%
CCCCn1c(N)c(N(CC(C)C)C(=O)c2cc(C)oc2C)c(=O)[nH]c1=O	nt	5%	-2%	1%	-2%	nt	-6%	4%	-1%	-1%	0%
O=C(CSCc1ccc([N+](=O)[O-])cc1)N/N=C/c1cccnc1	-16	-2%	-3%	-7%	-6%	0%	-9%	-24%	1%	4%	1%
COC(=O)c1ccc(Nc2nnc(-c3ccc(C)c(S(=O)(=O)NCC4CCCO4)c3)c3ccccc23)cc1 (stereo unspecified)	-10	?	2%	8%	100%[activator]	3%	2%	-1%	2%	5%	?
CC1CCCC(C)N1S(=O)(=O)c1ccc(S(=O)(=O)NCCc2ccncc2)cc1 (stereo unspecified)	-15	5%	-4%	7%	-26%	4%	-4%	-2%	-1%	1%	-18%
COc1ccc(-c2cnc(N)nc2-c2ccc(OC)cc2)cc1	-3	1%	-10%	-12%	3%	12%	-10%	-5%	-21%	nt	-20%
CCCCN(C(=O)CN1CC(C)OC(C)C1)c1c(N)n(CC(C)C)c(=O)[nH]c1=O (stereo unspecified)	-27	-1%	-1%	6%	-27%	-18%	-12%	-3%	-4%	-1%	?
COC(=O)c1ccc(C2/C(=C(\O)c3cccc(OC)c3)C(=O)C(=O)N2CCCN(C)C)cc1 (stereo unspecified)	0	-1%	0%	-3%	9%	16%	?	-8%	-4%	-1%	0%
Cc1cc(NC(=O)COC(=O)CCNS(=O)(=O)c2ccccc2)n(-c2ccccc2)n1	-9	-13%	-5%	nt	nt	nt	nt	-2%	-5%	nt	16%
CCCNc1nc2c(c(=O)n(C)c(=O)n2C)n1Cc1cccc(C)c1	2	2%	-21%	-32%	-4%	1%	5µM*	-19%	27%	2%	1.3µM*
CCOC(=O)c1c(C)[nH]c(C(=O)OCC(=O)NCCc2ccc(OCC)c(OCC)c2)c1C	2	-23%	-34%[inhibitor]	nt	nt	nt	nt	-34%[inhibitor]	1%	nt	?
COc1ccc(CCNC(=O)CCN2C(=O)C3CC=CCC3C2=O)cc1OC (stereo unspecified)	-2	0%	-2%	-25%	17%	-2%	-8%	-7%	-1%	-9%	24%
CC(CC(=O)Nc1ccncc1)c1ccccc1 (stereo unspecified)	0	-3%	0%	6%	4%	17%	-6%	-5%	-10%	6%	?
CCCCn1c(SCC2CCCO2)nc2cc(S(N)(=O)=O)ccc21 (stereo unspecified)	-25	0%	1%	?	-5%	-1%	-3%	1%	1%	3%	-12%
NS(=O)(=O)c1ccc2nc(NC(=O)Nc3ccccc3F)sc2c1	-2	1.3µM*	0.5µM*	29%	3%	25%	9%	0.4µM*	-1%	-1%	?
CCC(=O)Nc1ccc2ccccc2c1	12	?	4%	31%	-5%	9%	0%	1%	4%	2%	?
Cc1ccc(C(=O)OC(C)C(=O)NC2CCCCC2C)cc1S(=O)(=O)N1CCCCC1 (stereo unspecified)	3	-1%	-6%	38%	-6%	-23%	14%	-3%	6%	-2%	?
O=c1c2cc(N3CCOCC3)ccc2[nH]c(=S)n1CCCN1CCCCCC1	-9	0%	-4%	-25%	13%	-2%	7%	-6%	-6%	-2%	?
CC(C)Oc1ccc(C(=O)NCCCNC(=O)c2ccccn2)cc1	-21	?	-6%	14%	5%	7%	-15%	3%	-4%	nt	-1%
Cc1ccccc1CN1C(=O)CSc2ccc(C(=O)N3CCOCC3)cc21	3	-1%	-1%	-17%	7%	-1%	5%	2%	4%	0%	-13%
O=C(CC1OC(=O)c2ccccc21)Nc1ccccc1N1CCOCC1 (stereo unspecified)	-2	-2%	-1%	-7%[10 µM]	5%	8%	5%	-2%	2%	-3%	-5%
COc1cccc(CC2(CO)CCCN(Cc3ccc(CO)o3)C2)c1 (stereo unspecified)	-13	2%	-4%	8%	-2%	-7%	1%	0%	-2%	-1%	3%
SMILES	KCNH2 3.1 inh	FLuc counter	NPC1 prom act	RORgamma inh	MBNL1-CUG inh	Menin MLL FP TR	VP16 counter	Rab9 promoter act	Mito fusion yeast	PKM2 act	ELG1 repair inh
CN1CCN(c2ccc(NC(=O)CN3CCOCC3)cc2F)CC1	-18	-4%	-3%	-3%	-5%	-1%	2%	17%	-3%	-11%	-7%
CCC(C(=O)OC)n1cnc2c(nnn2-c2ccccc2)c1=O (stereo unspecified)	26	2%	0%	12%	-2%	-9%	1%	5%	4%	1%	19%
Nc1nc2ccccc2nc1N1CCCC1	0	?	13%	-2%	15%	3%	-3%	4%	-4%	2%	13%
Cc1cc2ccccc2nc1SCC(=O)N1c2ccccc2CC1C (stereo unspecified)	1	5%	-3%	4%	-1%	4%	6%	2%	-2%	7%	-11%
CCCN(CCC)CCCNC(=O)c1cc2c(=O)[nH]c3ccccc3c2n1C	9	3%&-1%	-1%	-19%	-9%	-12%	-11%	1%	-6%	0%	?
CCSc1nnc(Cn2c(=O)sc3ccccc32)n1-c1ccccc1C	8	2%	0%	-37%	?	-21%	1%	-4%	0%	-1%	-5%
CCc1ccc(-c2n[nH]c(=O)c3ccccc23)cc1	-6	0%	-7%	24%	2%	-26%	3%	-10%	-5%	nt	11%
O=C(NCc1ccccn1)Nc1cc(Cl)cc(Cl)c1	-4	2%	-1%	35%	-4%	?	-2%	2%	-3%	-6%	10%
O=C(COc1ccccc1Cl)N1N=C(c2cccs2)CC1c1ccco1 (stereo unspecified)	7	?	9%	nt	nt	nt	nt	0%	?	nt	7%
O=C(O)C1C(c2ccccc2)C(C(=O)OCc2ccco2)C1c1ccccc1 (stereo unspecified)	8	3%	0%	-20%	-3%	9%	-2%	0%	0%	-3%	7%
Cc1ccccc1NC(=O)CSCc1cc(=O)n2ccsc2n1	-2	1%	-6%	-1%	-5%	nt	-7%	-8%	-4%	nt	15%
CCCC(=O)OCCNc1cc(Sc2nc3ccccc3[nH]2)c2nonc2c1[N+](=O)[O-]	-35	?	-10%	2.8µM*	?	11%	3.2µM*	-1%	23%	?	?
Cc1ccc(OCc2ccc(C(=O)O)o2)c([N+](=O)[O-])c1	11	27µM*	?	-10%	?	-22%	-15%	?	-2%	-15%	?
CCOC(=O)Cc1cc(=O)c2cc(C)ccc2[nH]1	0	5%	4%	-3%	-8%	-6%	-1%	-3%	6%	0%	-6%
Cc1ccc(/C=C/C(=O)N2CCCC(C)C2)cc1 (stereo unspecified)	23	3µM*	1.3µM*	?	nt	7%	?	2.2µM*	8%	2%	?
CCN(CC)S(=O)(=O)c1ccc2oc(C(=O)NC3CCCc4ccccc43)c(C)c2c1 (stereo unspecified)	-19	-2%	2%	34%	-7%	-29%	-3%	0%	0%	-12%	?
COc1ccc(C(=O)NC(=S)Nc2cccnc2)cc1OC	-16	-21%	-1%	-36%	6%	1%	17%	-4%	-6%	8%	8%
O=C(Nc1ccc(NC(=O)c2cccs2)c(Cl)c1)c1ccco1	8	?	0%	-20%	7%	18%	-14%	-5%	5%	0%	-24%
C=CCS(=O)(=O)c1cccc2cccnc12	-1	-3%	1%	-8%	7%	2%	19%	1%	2%	-4%	12%
CC1(C(=O)NC2CCCC2)CCC(=O)N1Cc1ccccc1 (stereo unspecified)	0	-2%	-2%	-18%	8%	7%	-1%	9%	-2%	5%	7%
O=C(O)CCn1cnc2ccccc2c1=O	23	-3%	-1%	-5%	2%	-5%	4%	-1%	8%	0%	6%
Cc1ccc(C(=O)Nc2cccc(C(F)(F)F)c2)cc1Nc1ccccn1	-33	-16%	0%	34%	-7%	nt	1%	-8%	-4%	-4%	-29%
